Source: PubChem
NCF1 inh: p47phox/p22phox peptide binding inhibitors, primary screen, biochemical, uHTS, NADPH oxidase regulatory subunit; Neutrophil cytosol factor 1 (Homo sapiens), P14598; fluorescence polarization, 2 h; inhibition, % at 24.7 µM; hit rate 0.53% among 220,000;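 active = inhibition above about 30%, limit read from the data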;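 also: 0% = p47phox with labelled peptide and 100% = labelled peptide alone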
PGE2 EP2 inh: human EP2 receptor antagonists, primary screen, TR-FRET cAMP, C6 glioma cells. inhibition, % at 25 µM. C6 glioma cells expressing human EP2; cells stimulated with saturating PGE2. Prostaglandin E2 receptor EP2 subtype (Homo sapiens), P43116. hit rate 0.52% among 260,000;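 active = percent inhibition above 40 after rounding to a whole number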;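 also: rat C6 glioma host cells with rolipram phosphodiesterase inhibitor present; the protocol text gives 20 µM as final concentration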
Furin inh: human furin inhibitors, primary screen, biochemical, fluorescence intensity; hit rate 0.061% among 220,000; purified furin, fluorogenic substrate cleavage; inhibition, % at 30 µM; P09958; AID 463115, 2010; in the data active = inhibition above about 25%; also: inactives centre near -15
Ba/F3 V617F tox: reduced viability of JAK2V617F-dependent Ba/F3 cells, primary screen, JAK2V617F inhibitor project, cell-based, Ba/F3 EpoR-JAK2V617F, luminescence | ATP luminescence | inhibition, % at 5.6 µM | hit rate 1.1% among 220,000;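 active = inhibition above the campaign mean plus 3 SD over all tested compounds, cut at about 24% in these data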;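 also: cytokine-independent growth of Ba/F3 cells driven by EpoR plus mutant JAK2; 0% = DMSO-treated cells and 100% = JAK inhibitor I control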
PPC-1+TRAIL kill: compounds killing PPC-1 cancer cells with TRAIL present, primary screen, TRAIL potentiator project, ATPLite luminescence, uHTS | PPC-1 cells + TRAIL, ATPLite viability luminescence | cell killing (% activity), % at 4 µM | hit rate 0.41% among 220,000;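 active = cell killing above 50% in the first pass at 4 µM, then a duplicate retest at 5 µM averaging 50% or more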;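 also: plate controls were cells with TRAIL plus DMSO for no effect and medium-only wells lacking cells for full effect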
Tb hexokinase: Trypanosoma brucei hexokinase 1 inhibitors, primary screen, biochemical, G6PDH-coupled NADH absorbance, MLSCN library; hexokinase 1 [Trypanosoma brucei]; recombinant TbHK1, G6PDH-coupled NADH A340; inhibition, % at 10 µM; hit rate 0.11% among 220,000; AID 1430, 2008;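 active = inhibition of 50% or more in the single-dose primary screen; inactive = inhibition below 50%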
RBBP9 inhibitor: human RBBP9 inhibitors, primary screen, biochemical, fluorescence polarization, FP-Rh probe, HTS | hit rate 0.2% among 220,000 | recombinant RBBP9 | inhibition, % at 7.94 µM;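 active = inhibition above the campaign mean of all tested compounds plus 3 SD, cut at about 14% in these data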;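 also: plate controls were DMSO wells with RBBP9 for no effect and wells lacking RBBP9 protein for full effect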
Target sequence (O75884 whole entry, looked up): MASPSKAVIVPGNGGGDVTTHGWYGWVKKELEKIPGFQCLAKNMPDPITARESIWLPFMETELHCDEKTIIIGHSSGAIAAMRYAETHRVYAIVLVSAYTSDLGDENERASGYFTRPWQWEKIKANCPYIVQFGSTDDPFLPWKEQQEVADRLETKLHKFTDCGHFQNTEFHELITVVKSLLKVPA
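Test system – recombinant human RBBP9 · Input – RBBP9 2.5 µM in dispensing solution, pre-mixing · Medium – Tris buffer pH 8.0, NaCl, Pluronic · Schedule – preincubation 30 min plus labeling 45 min at 25 °C · Measured by – fluorescence polarization · Measure – % inhibition · Controls – DMSO and no-protein wells · Replicates – one well per compound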
BaF3 parental: parental Ba/F3 cell viability inhibition, counter-screen for JAK2V617F inhibitor project, murine pro-B, CellTiter-Glo luminescence; CellTiter-Glo ATP luminescence; inhibition, % at 5.6 µM; hit rate 1.1% among 220,000; AID 1486, 2009;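 active = inhibition above a per-campaign cutoff, the mean inhibition of all tested compounds plus 3 SD, cut at about 27% in these data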;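 also: 0% = DMSO wells and 100% = JAK Inhibitor I control wells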
p97 ATPase inh: inhibitors of human p97 ATPase, primary screen, biochemical. Transitional endoplasmic reticulum ATPase (Homo sapiens), P55072. recombinant p97 ATPase, Kinase-Glo ATP luminescence, 3 h. inhibition, % at 8 µM. hit rate 0.42% among 220,000; in the data active = inhibition above about 15%;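 also: 0% = DMSO vehicle and 100% = wells lacking enzyme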
Target sequence (P55072 whole entry, looked up): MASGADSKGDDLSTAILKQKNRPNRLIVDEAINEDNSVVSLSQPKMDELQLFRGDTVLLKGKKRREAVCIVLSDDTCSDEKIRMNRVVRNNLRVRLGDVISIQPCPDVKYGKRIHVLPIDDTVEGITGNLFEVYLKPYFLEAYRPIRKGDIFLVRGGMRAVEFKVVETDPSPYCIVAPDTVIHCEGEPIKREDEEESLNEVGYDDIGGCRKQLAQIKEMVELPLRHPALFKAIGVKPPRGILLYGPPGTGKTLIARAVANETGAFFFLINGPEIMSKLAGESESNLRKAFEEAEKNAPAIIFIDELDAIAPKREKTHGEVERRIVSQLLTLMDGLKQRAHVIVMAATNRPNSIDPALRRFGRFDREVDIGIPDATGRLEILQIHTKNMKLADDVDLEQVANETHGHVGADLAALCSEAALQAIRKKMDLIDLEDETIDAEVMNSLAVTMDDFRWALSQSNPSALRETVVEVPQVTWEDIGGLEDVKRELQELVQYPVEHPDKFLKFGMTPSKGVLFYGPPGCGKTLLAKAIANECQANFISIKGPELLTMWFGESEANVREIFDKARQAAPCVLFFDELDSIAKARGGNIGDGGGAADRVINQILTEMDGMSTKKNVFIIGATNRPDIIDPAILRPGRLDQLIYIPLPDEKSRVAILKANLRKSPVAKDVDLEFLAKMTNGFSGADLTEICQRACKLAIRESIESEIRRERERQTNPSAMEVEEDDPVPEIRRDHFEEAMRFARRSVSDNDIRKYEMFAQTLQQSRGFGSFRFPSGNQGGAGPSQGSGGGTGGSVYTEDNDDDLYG
* marks the source's active call; other numbers are inactive results; . = not tested or not shown; & = joins results of further samples; [ ] = remark or other dose. A portion of the library; rates above refer to the full screens.

1	COc1cc(OC)c(N(C)C(=O)CCNC(=O)Cn2cnc3ccccc3c2=O)cc1Cl
2	N#Cc1ccccc1NC1=CC(=O)CCC1
3	O=C(N/N=C/c1ccccc1C(=O)O)C(=O)N1CCCCC1
4	Cc1ccc(NC(=O)Cc2csc(-c3ccccc3)n2)cc1F
5	CCSc1nnc(NC(=O)C2C3C=CC(C3)C2C(=O)O)s1 (stereo unspecified)
6	CC(C)c1ccc(NC(=O)NCc2ccc(F)cc2)cc1
7	CCn1c(SC(C)C(=O)O)nc2sc3c(c2c1=O)CCC3 (stereo unspecified)
8	CCCCN1CC2([N+](=O)[O-])C=CC(=O)C([N+](=O)[O-])(C1)C2CC(=O)c1ccccc1 (stereo unspecified)

Compound,1,2,3,4,5,6,7,8
NCF1 inh,3,15,-5,-23,-6,-11,6,-21
PGE2 EP2 inh,8,1,6,1,6,8,19,6
Furin inh,-18,-6,-15,-3,-7[20 µM],-33,-19,-13
Ba/F3 V617F tox,-4,1,0,0,-1,-1,-4,-4
PPC-1+TRAIL kill,0,-2,3,4,3,30,13,16
Tb hexokinase,-3,-19,-3,-3,7,-3,1,-19
RBBP9 inhibitor,-9,-7,-9,-4,-10,-3,1,-3
BaF3 parental,3,2,9,6,6,1,5,-1
p97 ATPase inh,3,-3,1,0,1,8,8,4

9	O=C(Oc1cc2oc(=O)cc(-c3ccccc3)c2cc1Cl)C1CCCCC1
10	COc1ccc(/C=N/Nc2cn[nH]c(=O)c2Cl)cc1
11	COc1ccc(Cn2nnnc2C(c2cc3cc(C)ccc3[nH]c2=O)N2CCN(C)CC2)cc1 (stereo unspecified)
12	COc1cc(NC(=S)NCc2cccnc2)cc(OC)c1OC
13	Oc1ccc(N=Nc2cccc(Cl)c2)cc1C=Nc1ccc(N2CCOCC2)cc1
14	NC(=O)C1CCN(C(=O)CCSc2ccc(Cl)cc2)CC1
15	O=C(Cn1c(=O)n(CC2CCCO2)c(=O)c2ccccc21)c1ccccc1 (stereo unspecified)
16	Cc1ccc2cc(C#N)c(NCCNC(=O)C3CCC3)nc2c1C

Compound,9,10,11,12,13,14,15,16
NCF1 inh,-2,10,1,-1,1,0,-12,.
PGE2 EP2 inh,10,7,6,6,12,7,8,2
Furin inh,-2,5,-22,-22,-16,-25,19[20 µM],-26
Ba/F3 V617F tox,0,0,-4,-1,0,1,-2,3
PPC-1+TRAIL kill,13,20,.,20,1,0,16,2
Tb hexokinase,8,-61,-8,-11,-30,0,1,3
RBBP9 inhibitor,7,-13,1,-5,-2,-1,-6,0
BaF3 parental,5,1,1,4,1,6,-1,8
p97 ATPase inh,4,3,5,4,3,2,5,4

17	CCOC(=O)c1c(C)c(C)n(Cc2ccc(OC)c(OC)c2)c1C
18	Clc1ccc2[nH]c3c(N4CCC5(CC4)OCCO5)ncnc3c2c1
19	O=C(Cn1cc([N+](=O)[O-])cn1)Nc1ccc(Cn2cc(Br)cn2)cc1
20	CCOC(=O)Cc1csc(NC(=O)c2ccco2)n1
21	O=C(O)c1nn(-c2ccccc2-c2n[nH]c(=O)[nH]c2=O)c(=O)[nH]c1=O
22	N=c1ccn(Cc2cccc(F)c2)cc1
23	COc1cccc(OC)c1C(=O)Nc1ccc(S(=O)(=O)Nc2cc(C)nc(C)n2)cc1
24	CCN(C(=O)Cn1c(=O)oc2cc(S(=O)(=O)N3CCOCC3)ccc21)c1ccccc1

Compound,17,18,19,20,21,22,23,24
NCF1 inh,-11,-23,-7,-1,12,0,-8,0
PGE2 EP2 inh,9,46*,0,9,3&11,6,25&9,4
Furin inh,10,-4[20 µM],-16,-5[20 µM],-21,-5,-13[20 µM],-26
Ba/F3 V617F tox,1,-1,-4,1,-3,71*,-3,-6
PPC-1+TRAIL kill,10,19,16,-8,5,7,21,-8
Tb hexokinase,7,-7,-2,-12,-6,-1,-4,-4
RBBP9 inhibitor,-2,-2,-8,-5,-5,-6,4,3
BaF3 parental,5,13,-2,5,0,66*,2,2
p97 ATPase inh,-4,-13,2,0,2,-5,-4,4

In another format: results already given.
nr	canonical_smiles	NCF1 inh	PGE2 EP2 inh	Furin inh	Ba/F3 V617F tox	PPC-1+TRAIL kill	Tb hexokinase	RBBP9 inhibitor	BaF3 parental	p97 ATPase inh
17	CCOC(=O)c1c(C)c(C)n(Cc2ccc(OC)c(OC)c2)c1C	-11	9	10	1	10	7	-2	5	-4
18	Clc1ccc2[nH]c3c(N4CCC5(CC4)OCCO5)ncnc3c2c1	-23	46*	-4[20 µM]	-1	19	-7	-2	13	-13
19	O=C(Cn1cc([N+](=O)[O-])cn1)Nc1ccc(Cn2cc(Br)cn2)cc1	-7	0	-16	-4	16	-2	-8	-2	2
20	CCOC(=O)Cc1csc(NC(=O)c2ccco2)n1	-1	9	-5[20 µM]	1	-8	-12	-5	5	0
21	O=C(O)c1nn(-c2ccccc2-c2n[nH]c(=O)[nH]c2=O)c(=O)[nH]c1=O	12	3&11	-21	-3	5	-6	-5	0	2
22	N=c1ccn(Cc2cccc(F)c2)cc1	0	6	-5	71*	7	-1	-6	66*	-5
23	COc1cccc(OC)c1C(=O)Nc1ccc(S(=O)(=O)Nc2cc(C)nc(C)n2)cc1	-8	25&9	-13[20 µM]	-3	21	-4	4	2	-4
24	CCN(C(=O)Cn1c(=O)oc2cc(S(=O)(=O)N3CCOCC3)ccc21)c1ccccc1	0	4	-26	-6	-8	-4	3	2	4

Remaining list, next part
25	CC(C)[C@H](Nc1ccc(S(=O)(=O)N2CCOCC2)cc1[N+](=O)[O-])C(=O)OCC(N)=O
26	NNC(=O)CCN1CCN(C(c2ccccc2)c2ccccc2)CC1
27	COc1ccc(NC(=O)CN(c2cc(C)cc(C)c2)S(=O)(=O)c2c(C)noc2C)cc1
28	Oc1ccc(/C=N/Nc2cc(N3CCCC3)nc(N3CCCC3)n2)cc1O
29	CCOc1ccc(NC(=O)CN2CCN(CC(=O)Nc3ccc(C(=O)OC)cc3)CC2)cc1
30	CC(C)(C)C(=O)OCCNc1nc(-c2ccccc2)nc2ccccc12
31	C=CCc1ccc(OCC(O)CO)c(OC)c1 (stereo unspecified)
32	O=C(NCc1ccccc1Cl)C1CCCN(S(=O)(=O)c2cccc3nsnc23)C1 (stereo unspecified)

Compound,25,26,27,28,29,30,31,32
NCF1 inh,-9,-6,-7,-3,6,1,-3,-10
PGE2 EP2 inh,5,9,12,11,11,3,.,10
Furin inh,-12,-19,-13,3,-17,-25,-14[20 µM],-1[20 µM]
Ba/F3 V617F tox,-1,4,4,-3,-1,-2,0,-2
PPC-1+TRAIL kill,-17,-29,6,-1,3,10,9,12
Tb hexokinase,32,-2,-3,-12,-1,-2,-3,-10
RBBP9 inhibitor,-3,7,-12,-5,-1,-4,-1,-15
BaF3 parental,6,7,7,3,2,7,6,8
p97 ATPase inh,2,1,-9,4,1,6,2,-6

33	NC(=O)CC(NC(=O)Cc1ccc(Br)cc1)c1ccc(NCc2ccc(F)cc2)c([N+](=O)[O-])c1 (stereo unspecified)
34	CSCCC(NS(=O)(=O)c1ccc(Cl)cc1)C(=O)O (stereo unspecified)
35	Cc1cc(NC(=O)c2ccccc2)c(Cl)cc1N
36	O=C(N=C1c2ccccc2CN1c1ccccc1)c1cccc([N+](=O)[O-])c1
37	CCOC(=O)CSC1=C(C#N)C(c2ccccc2OCC)C(C(=O)OCC)C(=O)N1 (stereo unspecified)
38	O=C(O)c1cc(S(=O)(=O)Nc2ccccc2C(=O)O)ccc1O
39	CCCn1c2c(c(O)c(C(=O)Nc3ncccc3C)c1=O)CCCC2
40	Cc1ccc(-c2[nH]nc3c2C(c2ccoc2)C(C#N)=C(N)O3)cc1C (stereo unspecified)

Compound,33,34,35,36,37,38,39,40
NCF1 inh,5,-4,-14,-5,3,-14,-3,-1
PGE2 EP2 inh,18,6,6,6,16,14,-1,20
Furin inh,-29,-19,-24,-7,-25,-13,2,-2[20 µM]
Ba/F3 V617F tox,.,-2,-4,-2,-3,-3,2,5
PPC-1+TRAIL kill,21,-5,10,9,-6,3,4,-1
Tb hexokinase,0,-2,-2,-2,-3,36,-15,0
RBBP9 inhibitor,.,-6,4,-7,-1,-3,-4,-6
BaF3 parental,.,7,-3,0,10,1,0,3
p97 ATPase inh,.,0,6,7,5,0,-6,-7

41	O=C(NCCN1CCOCC1)c1cc(Cl)ccc1[N+](=O)[O-]
42	CCN(CC)c1ccc(NC(=O)Cn2nnc(-c3cccc(OC)c3OC)n2)c(C)c1
43	C=C(C)C(=O)Nc1cccc(C2=NOC3(C2)C[C@@H](C(N)=O)N(C(=O)C2(C)CC2)C3)c1 (stereo partly specified)
44	CC(Sc1nnc(-c2ccccc2)c(-c2ccccc2)n1)C(=O)Nc1ncc(Cl)cc1Cl (stereo unspecified)
45	CCc1nc2ccccc2n1CCC(=O)O
46	CCn1c2ccccc2c2nc3cc(S(=O)(=O)N4CCOCC4)ccc3nc21
47	COc1ccc(C2CC(=O)OC3=C2C(=O)CC(C)(C)C3)c(OC)c1 (stereo unspecified)
48	O=C(NCc1ccco1)C(=S)N1CCCC1

Compound,41,42,43,44,45,46,47,48
NCF1 inh,3,-15,2,-30,-8,-4,-5,6
PGE2 EP2 inh,13,5,17,7,13,.,9,4
Furin inh,-23,-20,-24,-21,-15[20 µM],-8,-24,-13
Ba/F3 V617F tox,-3,-3,.,1,-1,4,-5,-6
PPC-1+TRAIL kill,20,21,10,9,11,2,17,24
Tb hexokinase,-4,1,13,-6,-3,12,1,-4
RBBP9 inhibitor,-2,2,.,-8,-8,-14,-1,-12
BaF3 parental,5,0,.,3,2,5,4,-1
p97 ATPase inh,0,1,.,-3,-3,-4,6,4

49	Cc1c(Nc2scc(-c3ccccc3)[n+]2-c2ccccc2)c(=O)n(-c2ccccc2)n1C
50	Cc1ccccc1CSc1nnc(-c2ccccn2)n1C
51	O=C1C(=O)N(Cc2cccc([N+](=O)[O-])c2)c2ccccc21
52	CCOc1c(OC)cc(C2C(C#N)=C(N)Oc3n[nH]c(-c4ccncc4)c32)cc1OC (stereo unspecified)
53	CC(C)(C)c1ccc(C(=O)O)c(C(=O)c2ccccc2)c1
54	CCOC(=O)c1cc(-c2ccccc2)sc1NC(=O)CCN1C(=O)c2ccccc2C1=O
55	O=S(=O)(NCc1csc(-c2cccnc2)n1)c1ccc(Cl)s1

Compound,49,50,51,52,53,54,55
NCF1 inh,-1,-9,0,-18,-4,-28,-3
PGE2 EP2 inh,6,8,9,1,4,7,10
Furin inh,-27,-14,-19,-12,-24,4,-11
Ba/F3 V617F tox,-3,4,7,0,0,1,-2
PPC-1+TRAIL kill,15,-11,14,18,-9,29,-8
Tb hexokinase,-7,-9,-2,4,-11,-7,-3
RBBP9 inhibitor,-3,-6,-3,-1,7,-1,-1
BaF3 parental,0,2,1,6,6,7,4
p97 ATPase inh,5,1,6,4,1,4,3
